APOBEC3G inh: inhibitors of human APOBEC3G DNA deaminase. recombinant A3G, ssDNA deamination FAM/TAMRA fluorescence. inhibition, % at 20 µM. 330,000 tested, 0.28% active;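 active = inhibition of at least 40% at 20 µM, with no more than 30% in the related APOBEC3A deaminase screen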;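 also: plate controls were DMSO wells with A3G for no effect and wells lacking A3G enzyme for full effect; some compounds called inactive have numbers as strong as hits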
Target sequence (Q9HC16 whole entry, looked up): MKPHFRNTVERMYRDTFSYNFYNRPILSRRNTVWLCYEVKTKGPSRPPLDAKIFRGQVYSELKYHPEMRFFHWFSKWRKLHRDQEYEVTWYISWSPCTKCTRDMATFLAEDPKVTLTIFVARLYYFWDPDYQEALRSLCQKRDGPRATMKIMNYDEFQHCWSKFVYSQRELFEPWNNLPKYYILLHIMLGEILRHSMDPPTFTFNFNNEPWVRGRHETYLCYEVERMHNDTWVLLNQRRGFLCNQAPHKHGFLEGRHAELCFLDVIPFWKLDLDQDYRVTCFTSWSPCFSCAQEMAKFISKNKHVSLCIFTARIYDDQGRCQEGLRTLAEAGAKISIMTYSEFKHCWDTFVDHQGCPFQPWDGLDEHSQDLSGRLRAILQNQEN
mIAP block: blocks mouse intestinal alkaline phosphatase. purified mouse IAP, CDP-Star luminescence, 30 min. inhibition, % at 10 µM. 330,000 tested, 0.2% active;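 active = inhibition of at least 40% at 10 µM in the primary screen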;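 also: plate controls were DMSO with enzyme for no effect and no enzyme wells for full effect; values of inactives mirror those of a sister screen read the other way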
NALP3 yeast inh: blocks the NALP3 inflammasome reconstituted in yeast; Yeast reconstituted NLRP3/ASC/caspase-1, beta-gal luminescence, 24 h; inhibition, % at 10 µM; 330,000 tested, 0.39% active;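 active = inhibition of 50% or more; inactive = inhibition below 50%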;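 also: plate controls were induced DMSO wells for no effect and uninduced yeast grown without galactose for full effect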
tim10-1 inh: inhibits growth of tim10-1 mutant yeast; 330,000 tested, 2.2% active; inhibition, % at 20 µM; S. cerevisiae tim10-1 ts strain growth, BacTiter-Glo, 24 h;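 active = inhibition of at least 40%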;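 also: mutant grown at 25 °C; 0% = DMSO wells with yeast and 100% = wells holding no yeast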
APOBEC3A inh: human APOBEC3A DNA deaminase inhibition | recombinant A3A, FAM/TAMRA ssDNA deamination fluorescence | inhibition, % at 20 µM | 330,000 tested, 0.41% active;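 active = at least 40% inhibition at 20 µM here, with at most 30% in a related deaminase screen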;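 also: plate controls were A3A with DMSO for no effect and wells lacking A3A enzyme for full effect; some results filed as inactive read as strong as hits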
Target sequence (P31941 whole entry, looked up): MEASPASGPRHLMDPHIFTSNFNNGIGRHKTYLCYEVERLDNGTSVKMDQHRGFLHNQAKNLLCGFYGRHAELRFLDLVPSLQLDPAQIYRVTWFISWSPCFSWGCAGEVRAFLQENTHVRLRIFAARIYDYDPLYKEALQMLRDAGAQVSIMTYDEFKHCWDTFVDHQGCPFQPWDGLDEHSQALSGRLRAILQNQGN
hIAP block: blocks human intestinal alkaline phosphatase | 330,000 tested, 0.12% active | inhibition, % at 10 µM | purified IAP, CDP-Star luminescence, 30 min;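 active = inhibition reaching a set limit with compound at 10 µM in the primary screen, cut at about 35% in these data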;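 also: plate controls were DMSO wells with enzyme for no effect and no-enzyme buffer wells for full effect; values of inactives mirror those of a sister screen read the other way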
TIM10 inh: growth inhibitors of TIM10 yeast strain; S. cerevisiae TIM10 strain growth, BacTiter-Glo luminescence, 24 h; inhibition, % at 10 µM; 330,000 tested, 1.4% active;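 active = inhibition of 40% or more at the single tested concentration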;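 also: wild-type TIM10 isogenic control strain grown at permissive 25 °C; 0% = DMSO yeast wells and 100% = minimal medium wells without yeast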
MIN6 prolif: induces beta-cell replication in MIN6 cells | MIN6 cells proliferation, ATPlite luminescence, 48 h; cells starved in 0.2% serum; 100% = growth in 10% serum | proliferation, % at 10 µM | 330,000 tested, 0.29% active | AID 2380;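 active = compounds whose signal lies at least 3.5 SD above the mean of all wells on their plate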;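 also: 0% = DMSO-treated cells in low-serum medium and 100% = 10% serum control; some compounds called inactive have numbers as strong as hits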
mIAP activ: increases mouse intestinal alkaline phosphatase activity; muIAP, CDP-Star luminescence, 30 min; stronger effect = higher value; 1 = vehicle-only enzyme signal, 0 = enzyme-free wells; activation factor at 10 µM; 330,000 tested, 0.24% active; AID 2805;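 active = activation factor of at least 2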; also: the source names both 10 and 20 µM as test concentration; values of inactives mirror those of a sister screen read the other way
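System: mouse IAP enzyme. Reagent: CDP-Star chemiluminescent phosphatase substrate. Benchmarks: DMSO wells, no-enzyme wells. Times: 30 min enzyme-substrate-compound incubation at room temperature. Detection: luminescence from enzymatic CDP-Star hydrolysis. Doses: test compounds delivered from DMSO solution.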
* = called active by the depositor. Compounds as they come. Share with any hit: about 4.6%.

Results follow in this order: APOBEC3G inh	mIAP block	NALP3 yeast inh	tim10-1 inh	APOBEC3A inh	hIAP block	TIM10 inh	MIN6 prolif	mIAP activ
COc1ccc(OC)c(CN2CCN(c3ccc(S(=O)(=O)N4CCCC4)cn3)CC2)c1
  -6	-19	3	16	-1	-24	-3	-1	1.2
Cc1nc2ncnn2c(C)c1CCC(=O)N1CCc2ccccc21
  -6	2	1	5	-3	0	-2	1	0.98
COc1cccc(C2C(C(=O)OC(C)C)=C(C)N=c3s/c(=C\c4ccc(C(=O)O)cc4)c(=O)n32)c1 (stereo not drawn)
  -10	3	12	9	-4	22	1	-2	0.97
CC1CCN(c2ccc([N+](=O)[O-])cc2C(=O)NCC2CCCO2)CC1 (stereo not drawn)
  -5	8	-6	16	-4	30	2	5	0.92
CC(C)(CNC(=O)Cc1ccc(Br)cc1)N1CCOCC1
  0	-10	2	-8	-2	5	4	-1	1.1
COCCCNC(=O)Cc1coc2ccc3ccccc3c12
  -2	-1	12	26	-2	8	11	-4	1
NC(=O)c1c(NC(=O)c2cccnc2)sc2c1CCCCC2
  -8	23	19	21	-4	-20	-1	-4	0.77
COC(=O)CSCc1nc2ccccc2[nH]c1=O
  -11	18	11	2	-6	-4	3	3	0.82
Cc1ccc(S(=O)(=O)CC(O)COc2ccc(F)cc2Cl)cc1 (stereo not drawn)
  6	0	14	-22	3	-8	-32	0	1
O=C(O)c1cccc(S(=O)(=O)Nc2ccc(Cc3ccncc3)cc2)c1
  -2	-4	2	4	1	-27	1	2	1
Cc1cccc2sc(N(CCCN(C)C)C(=O)CN3C(=O)c4ccccc4C3=O)nc12
  -6	14	16	8	0	-9	2	2	0.86
O=C(O)CSC(C(=O)Nc1ccc(Br)cc1)c1ccc(Cl)cc1 (stereo not drawn)
  -6	2	4	14	-2	7	5	-3	0.97
COc1ccc(C(=O)c2sc3nc(-c4ccc(OC)cc4)ccc3c2N)cc1
  8	5	4	12	-6	-25	26	-4	0.95
CN(CC(=O)Nc1ccc(Cl)cc1)S(=O)(=O)c1ccc2c(c1)n(C)c(=O)c(=O)n2C
  -2	-3	2	-3	0	22	-6	2	1
c1ccc(CCc2nc(-c3cccnc3)no2)cc1
  0	4	21	19	1	-9	-3	1	0.96
COc1cc(C(=O)NC2CCN(CC(=O)Nc3cccc(C)c3C)CC2)cc(OC)c1OC
  -2	-3	9	2	1	4	1	-2	1
O=C(NC(=S)Nc1ccccc1N1CCOCC1)c1ccco1
  0	7	-34	39	1	-7	33	0	0.93
COc1ccc2nc(NC(=O)c3cc(S(=O)(=O)N4CCOCC4)ccc3C)sc2c1
  -2	10	11	18	7	-3	8	-1	0.9
CCCCc1cc(=O)oc2cc(OCC(=O)NC3CCN(Cc4ccccc4)CC3)ccc12
  -9	1	21	7	-9	-18	-5	-4	0.99
CCOC(=O)N1CCN(C(=O)CSCC(=O)N=c2sc3ccccc3n2C)CC1
  0	8	19	-17	1	-11	-24	1	0.92
CCCCOC(=O)C1C2C=C[C@]3(CN(C(C)c4ccc(OC)cc4)C(=O)[C@H]13)O2 (stereo partly drawn)
  2	-6	9	19	1	8	18	-1	1.1
CCCC1CC(C#N)N(N(C)C)C1=C(C#N)C#N (stereo not drawn)
  -1	-10	8	12	4	7	11	1	1.1
CC1=C(C(=O)Nc2ccccn2)C(c2cn(C)nc2C)C2=C(CCCC2=O)N1 (stereo not drawn)
  -2	5	-9	3	-2	8	8	1	0.95
CC1(C)CC(=O)C(C=NCCc2ccccn2)=C(O)C1
  -4	-8	13	-9	3	-1	-12	0	1.1
COc1cc(/C=N/NC(=O)c2ccccc2O)ccc1OCC(=O)Nc1ccccc1
  -7	-5	15	-11	-6	21	-21	-4	1
O=C(c1ccco1)N1CCC(c2nc3c(nnn3Cc3c(Cl)cccc3Cl)c(=O)[nH]2)CC1
  -4	2	3	1	-6	5	-18	-2	0.98
O=C(c1ccc(O)c(Cl)c1)N1CCN(S(=O)(=O)c2ccccc2)CC1
  -5	8	5	11	-3	-5	8	1	0.92
CCS(=O)(=O)c1ccc(O)c(NC(=O)/C=C/c2ccc(Cl)cc2)c1
  0	-4	-4	-3	0	-16	-11	-2	1
Cc1cc(C)cc(N(C(=O)c2snc(C(N)=O)c2N)C(C(=O)NCC2CCCO2)c2cccs2)c1 (stereo not drawn)
  -7	4	8	17	-3	-7	17	-5	0.96
O=C(CNC(=O)c1ccc(Cl)cc1Cl)NCC(=O)Nc1ccccc1N1CCOCC1
  -3	0	-10	4	0	9	4	-2	1
CC1=CCP(=O)(c2ccccc2)C1 (stereo not drawn)
  -6	-3	9	10	3	5	-12	-3	1
Cc1ccc(C)c2nc(N3CCCC3)c(C#N)cc12
  -1	-2	11	34	-1	3	36	-1	1
CC(C)N1CCN(CC2COc3ccccc3O2)CC1 (stereo not drawn)
  -3	-4	17	18	1	-10	-5	-1	1
Cc1c(NC(=O)C(C)Sc2nccn2C)c(=O)n(-c2ccccc2)n1C (stereo not drawn)
  2	-21	9	9	0	-34	-4	-1	1.2
CC1=NN(Cc2ccccc2)C(=O)C1C(c1ccccc1)C(C#N)C#N (stereo not drawn)
  -3	7	1	28	16	3	10	-2	0.93
Cc1cccc(NC(=O)N(Cc2nc3ccccc3c(=O)[nH]2)C2CCCC2)c1
  -6	-8	8	16	-2	-11	25	0	1.1
CC(=O)Nc1ccc(S(=O)(=O)N2CCN(c3ccccn3)CC2)cc1
  -4	-1	13	9	1	6	15	0	1
C=C(c1ccc(OCCO)cc1)c1ccc(OCCO)cc1
  -6	-4	24	-17	-1	-3	-3	-2	1
C/C(=N\NC(=O)C(N)=O)c1ccc(NC(=O)c2cccs2)cc1
  1	9	14	-9	8	4	-12	-2	0.91
CCC(C)OC(=O)n1ccc(C(=O)Nc2nccs2)n1 (stereo not drawn)
  -4	20	19	18	-1	5	12	-2	0.8
COc1ccc(NC(=O)C(NC(=O)c2ccc(=O)[nH]c2)c2ccc(C)cc2)cc1 (stereo not drawn)
  -7	-2	-5	2	0	-6	2	-1	1
CC1(C)CC(=O)C2=C(C1)OC1=C(C(=O)CC(C)(C)C1)C2c1cc([N+](=O)[O-])cc([N+](=O)[O-])c1O
  -3	7	17	17	-1	7	6	0	0.93
Cc1ccc(-c2oc3ncnc(N)c3c2-c2ccc(C)cc2)cc1
  4	6	2	22	3	-14	22	-1	0.94
O=C(N/N=C/c1cccc(O)c1)N/N=C/c1cccc(O)c1
  -5	-2	9	13	-1	-3	-9	-4	1
COc1ccc(OC)c(S(=O)(=O)N(C)CC(=O)Nc2ccc3c(c2)OCO3)c1
  -6	5	5	10	3	-18	10	-3	0.95
O=C(O)CNc1ccccc1C(=O)O
  0	9	-15	5	27	18	4	0	0.91
CC(C)Sc1nc2ncnc(N)c2[nH]1
  -5	-3	4	8	0	-3	-23	-1	1
CCOc1ccccc1NC(=S)N1CCN(c2cccc(OC)c2)CC1
  -3	-3	9	6	-8	-26	2	-4	1
Cc1cc(SCC(=O)N/N=C/c2ccc(O)c(O)c2)nc2ccccc12
  -3	35	17	-2	-2	2	-10	0	0.65
O=c1ccc(-c2ccc(S(=O)(=O)Nc3cccc([N+](=O)[O-])c3)s2)n[nH]1
  1	-4	-1	-10	4	-12	0	10	1
CCCCN(C(=O)c1cccc(-n2cccc2)c1)c1c(N)n(CCCC)c(=O)[nH]c1=O
  60	-5	17	3	87	-12	-5	-2	1
Cc1cccc(OCC(=O)NC(=S)Nc2ccc(S(=O)(=O)NC3CCCCC3)cc2)c1
  -10	19	16	2	-9	3	1	-2	0.81
CCOc1ccc(N2C(=O)CN(c3cccc4ccccc34)C2=S)cc1
  -7	-14	14	-30	-3	-3	-6	-5	1.1
Cc1[nH]c(N=Nc2ccccc2)nc1N=Nc1ccccc1
  2	33	46	-4	3	10	9	-5	0.67
Cc1ccc(CSCc2ccc(C(=O)NCCC(C)C)o2)cc1
  -4	-1	15	1	-4	-1	11	1	1
COc1ccc(NC(=O)N(C)C[C@H]2Oc3ccc(NC(=O)Cc4ccccc4)cc3CC(=O)N([C@H](C)CO)C[C@H]2C)cc1
  -2	-14	10	-3	-2	-14	-1	-1	1.1
CNC(=O)c1cc(C(=O)c2ccc(C(F)(F)F)cc2F)c[nH]1
  -5	4	11	-6	-4	-9	13	1	0.96
CCN(CC)C(=S)NC(=O)C12CC3CC(CC(C3)C1)C2
  -10	-8	11	23	-3	-8	8	-2	1.1
Cc1cnc(C(=O)OCC(=O)Nc2ccc(C)c(S(=O)(=O)N(C)C)c2)cn1
  -1	-2	13	-9	-3	0	-25	-2	1
O=C(c1ccc(-c2ccc([N+](=O)[O-])cc2)o1)N1CCN(S(=O)(=O)c2cccs2)CC1
  -5	9	16	31	0	6	30	-8	0.91

The listing continues:
Results follow in this order: APOBEC3G inh	mIAP block	NALP3 yeast inh	tim10-1 inh	APOBEC3A inh	hIAP block	TIM10 inh	MIN6 prolif	mIAP activ
CCN(c1ccc(NC(=O)COC(=O)c2ccc(C)s2)cc1)C(C)C
  -1	8	40	15	1	1	6	0	0.92
CCOC(=O)CCCc1ccc(/C(C)=N/NC(N)=S)cc1
  -8	8	17	31	-6	14	32	-6	0.92
Cc1ccc(S(=O)(=O)N2CCOCC2)cc1C(=O)Nc1ccc(N2CCCCCC2)cc1
  -4	7	12	2	-3	-10	6	-7	0.93
Cc1cc(C(=O)NC2CCCCCCC2)ccc1[N+](=O)[O-]
  1	-3	13	9	2	-2	9	-3	1
CC(C)CC(=O)N1CCN(Cc2ccc(Cl)cc2)CC1
  -6	-6	0	-7	-2	-46	-1	-2	1.1

Assay outcomes (PubChem BioAssay)
